A350 fluor: compound fluoresces in the Alexa 350 spectral region | Compound autofluorescence, 340/450 nm, Alexa 350 dye-equivalents; stronger effect = higher value | max dye-equivalent concentration, M | hit rate 11% among 59,000 | AID 590; in the data active means max dye-equivalent concentration above about 10 nM; inconclusive means mostly about 1.1 nM to 9.6 nM
Luciferase inh: blocks Photinus pyralis firefly luciferase activity; Potency, µM (titrated, usually from 57.1 µM), for inactives: at the top dose activity change, negative = inhibition, hits mostly inhibitors; P08659; hit rate 2.2% among 72,000; purified firefly luciferase, luminescence, 8 min; further: potency means the concentration at half of the fitted maximal effect; on the % scale 0 is the no-effect control and ±100 the full control effect; nearly all actives have a fitted effect of over 40% in size
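Substrate buffer containing 10 uM ATP (pH 7.2 imidazole, Mg2+, KCl, detergent, BSA) is dispensed, compound pinned in, then luciferase/luciferin detector mix added. After 8 min at ambient temperature, light output is measured.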
4MU fluor: compound fluoresces in the 4-MU spectral region; compound autofluorescence, 340/450 nm, 4-MU equivalents; stronger effect = higher value; max dye-equivalent concentration, M; AID 589; hit rate 11% among 59,000; in the data active means max dye-equivalent concentration above about 10 nM; inconclusive means mostly about 1.1 nM to 9.6 nM
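Compounds in 100 mM Tris, pH 8.0, sat 15 min at room temperature before fluorescence was read at 340 nm excitation/450 nm emission; a per-plate six-point 4-MU standard curve converted signals to dye-equivalent concentration at each compound concentration.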
Fluorescein fluor: fluorescein region autofluorescence; hit rate 0.91% among 59,000; Compound autofluorescence, 480/540 nm, fluorescein-equivalent; stronger effect = higher value; max fluorescein-equivalent concentration, M; in the data active means max fluorescein-equivalent concentration above about 10 nM; inconclusive means between about 1.1 nM and that limit
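Normalized response (dye-equivalent concentration) derives from comparing each well's 540 nm emission, under 480 nm excitation, with plate-resident fluorescein standards. Compounds were held in 100 mM Tris, pH 8.0, for 15 min at room temperature.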
TexasRed autofl: compounds fluorescent in Texas Red spectral region; Compound fluorescence, Texas Red channel, 547/618 nm; stronger effect = higher value; max dye-equivalent concentration, M; hit rate 0.06% among 59,000; AID 587; in the data active means max dye-equivalent concentration above about 10 nM; inconclusive means between about 1.1 nM and that limit
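Dye-equivalent concentrations come from scaling compound signal (ex 547, em 618 nm) to six Texas Red standard concentrations run on every plate, after 15 min room-temperature incubation in pH 8.0 Tris (100 mM).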
Tau fil binding: binds recombinant human tau filaments; recombinant tau filaments, thioflavin S fluorescence, 15 h; filaments grown with octadecylsulfate alongside compound; Potency, µM (highest dose often 57.1 µM), without a hit: at the highest dose activity change, negative = inhibition; hit rate 2% among 71,000;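 further: potency means the concentration at half of the fitted maximal effect; on the % scale 0 is the no-effect control and ±100 the full control effect; actives lower thioflavin S fluorescence by blocking filaments or displacing dye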
Target sequence (P10636 whole entry, looked up): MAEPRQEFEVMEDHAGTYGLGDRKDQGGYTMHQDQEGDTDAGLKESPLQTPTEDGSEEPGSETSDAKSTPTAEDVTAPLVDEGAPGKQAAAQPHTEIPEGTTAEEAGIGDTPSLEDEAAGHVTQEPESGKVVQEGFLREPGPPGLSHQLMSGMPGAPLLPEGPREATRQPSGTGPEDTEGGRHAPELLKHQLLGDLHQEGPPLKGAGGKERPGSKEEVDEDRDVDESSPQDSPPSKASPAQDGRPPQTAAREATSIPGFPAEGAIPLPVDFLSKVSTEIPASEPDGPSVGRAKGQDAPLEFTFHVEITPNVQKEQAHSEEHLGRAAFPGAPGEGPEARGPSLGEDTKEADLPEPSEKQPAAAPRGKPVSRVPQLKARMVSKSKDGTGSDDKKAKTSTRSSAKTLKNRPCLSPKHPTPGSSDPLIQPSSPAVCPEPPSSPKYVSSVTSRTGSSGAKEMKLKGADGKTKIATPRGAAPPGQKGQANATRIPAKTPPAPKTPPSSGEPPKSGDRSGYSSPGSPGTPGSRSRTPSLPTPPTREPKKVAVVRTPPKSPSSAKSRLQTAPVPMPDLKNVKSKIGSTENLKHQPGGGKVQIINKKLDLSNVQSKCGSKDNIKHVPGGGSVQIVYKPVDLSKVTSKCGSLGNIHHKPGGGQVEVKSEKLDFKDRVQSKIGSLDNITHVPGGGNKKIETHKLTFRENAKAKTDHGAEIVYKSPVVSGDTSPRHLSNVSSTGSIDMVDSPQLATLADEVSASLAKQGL
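Thioflavine S fluorescence (ex 450, em 510 nm) reports filaments formed from 1 uM human tau plus 30 uM ODS over 15 h at 37 C (10 mM HEPES pH 7.4, 100 mM NaCl, 5 mM DTT); compounds displacing dye or blocking filaments lower signal.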
Caspase-7 inhib: allosteric or competitive inhibitors of human caspase-7. P55210. recombinant caspase-7, Ac-DEVD-AFC fluorescence rate. Potency, µM (highest dose often 57.5 µM), for the others: at the top dose activity change, negative = inhibition, usual class: inhibitors. hit rate 0.02% among 75,000; active means well fitted inhibition curve with a large enough effect in the main read-out, with a control signal flat, not every such curve was filed as active; inconclusive means small, poorly fitted or top-dose-only effect, or a change in a side signal; further: potency means the concentration at half of the fitted maximal effect; % of control where 0% means no effect
Target sequence (P55210 24-198 limits assumed): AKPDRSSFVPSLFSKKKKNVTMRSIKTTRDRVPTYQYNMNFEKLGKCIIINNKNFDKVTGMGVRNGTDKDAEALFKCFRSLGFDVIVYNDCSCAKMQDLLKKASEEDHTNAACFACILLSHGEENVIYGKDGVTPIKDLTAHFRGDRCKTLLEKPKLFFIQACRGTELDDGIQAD
Target sequence (P55210 207-303 limits assumed): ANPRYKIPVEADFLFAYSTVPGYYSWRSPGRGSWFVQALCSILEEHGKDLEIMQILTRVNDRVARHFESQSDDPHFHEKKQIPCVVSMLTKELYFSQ
Casp1 inh: allosteric or competitive inhibitors of human caspase-1 | P29466 | Caspase-1 enzyme, Ac-WEHD-AFC fluorogenic rate | Potency, µM (doses to about 57.5 µM), inactives show top-dose activity change, negative = inhibition, hits mostly inhibitors | hit rate 0.03% among 75,000 | AID 900;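 further: potency means the concentration at half of the fitted maximal effect; plate controls were vehicle for no effect and no substrate for full effect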
ERK AVP block: inhibitors of vasopressin-stimulated ERK signaling pathway. HEK293-V1b, vasopressin-stimulated pERK AlphaScreen. Potency, µM (titrated, usually from 57.5 µM), inactives show top-dose activity, negative = inhibition, hits mostly inhibitors. hit rate 0.99% among 72,000; further: potency means the concentration at half of the fitted maximal effect; on the % scale 0 is the no-effect control and ±100 the full control effect; nearly all actives have a fitted effect of over 55% in size
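Phosphorylated ERK1/2 detected via AlphaScreen bead proximity in lysates of V1b-expressing HEK293 cells given 25 nM vasopressin for 5 min after 30 min compound exposure (37 °C). AC50 from Hill equation; basal DMSO 0%, vasopressin 100%.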
Rhodamine fluor: compound fluoresces in the rhodamine spectral region | Rhodamine-region fluorescence, 547/598 nm, Tris buffer; stronger effect = higher value | max dye-equivalent concentration, M | hit rate 0.05% among 59,000; in the data active means max dye-equivalent concentration above about 11 nM; inconclusive means between about 1.1 nM and that limit
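Compounds in 100 mM Tris buffer, pH 8.0, were incubated 15 min at room temperature, then read at 547 nm excitation and 598 nm emission. Fluorescence was normalized against a per-plate six-point rhodamine standard curve as dye-equivalent concentration.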
HEK293 cAMP ctrl: parental HEK293 cAMP activation (counter-screen) | parental HEK293 CNG cAMP sensor, membrane potential fluorescence | Potency, µM (top dose mostly 57.1 µM), for the others: at the top dose activation, most hits filed as activators | hit rate 2.5% among 73,000; further: potency means the concentration at half of the fitted maximal effect; % of control where 0% means no effect; nearly all actives have a fitted effect of over 55% in size
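Counterscreen for endogenous-receptor signalling: CNG-channel HEK 293 cells report cAMP rise by membrane depolarization. After 60 min dye equilibration with 100 uM RO 20-1724, compounds incubated 30 min before bottom-read fluorescence at 590 nm.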
Numbers without * were called inactive; i = inactive; u = inconclusive; x = not tested or not shown; [ ] = remark or other dose. Unless noted, the call rests on the fitted dose curve; in most records, active means well fitted curve in the direction sought with a large enough effect; inconclusive means small, poorly fitted or top-dose-only effect, or another doubt; inactive means no such curve, though single readings can be large; an effect the other way counts as inactive or inconclusive. Only part of the results is shown (hit frequency here may not be typical).

Sequence of screens – A350 fluor	Luciferase inh	4MU fluor	Fluorescein fluor	TexasRed autofl	Tau fil binding	Caspase-7 inhib	Casp1 inh	ERK AVP block	Rhodamine fluor	HEK293 cAMP ctrl
- Cc1cc(=O)oc(C)c1C(=O)NC12CC3CC(CC(C3)C1)C2
    i	2%[25.5 µM]	i	u	i	x	x	x	x	i	x
- COc1cccc(C2/C(=C(\O)c3ccc4c(c3)OCCO4)C(=O)C(=O)N2CCN(C)C)c1 (stereo not given)
    i	2%[25.5 µM]	i	i	i	x	x	x	x	i	x
- O=C(CCNS(=O)(=O)c1cccc2nsnc12)N1CCc2ccccc21
    i	2%	i	i	i	-20%	0%	-3%	19%	i	7%
- COc1ccc(CCNC(=O)c2cc(C(C)C)on2)cc1OC
    x	3%	x	x	x	17%	-1%	-4%	-21%	x	1%
- COc1ccc(-n2c(=O)c(-c3ccc(Cl)cc3)nc3cncnc32)cc1
    i	0%[11.4 µM]	i	i	i	-6%	-9%	-3%	-23%	i	7%[0.457 µM]
- CCOC(=O)N1CCN(S(=O)(=O)c2cc(Br)cc3c2N(C(=O)CC)CC3)CC1
    i	1%	i	i	u	-2%	1%	1%	-13%	i	-5%
- CN1CCN(CCCNC(=O)c2cc3c(=O)oc4ccccc4c3s2)CC1
    i	0%	i	i	i	-6%	0%	1%	4%	i	u
- O=C1CCc2cc(S(=O)(=O)N3CCN(c4cccc(Cl)c4)CC3)ccc2N1
    u	3%	i	i	i	79%	-2%	-2%	19%	i	1%
- COc1ccc(C2C(C(=O)NC(C)C)c3ccccc3C(=O)N2C)cc1OC (stereo not given)
    7.2e-08M*	4%	7.7e-08M*	i	i	-33%	-1%	0%	7%	i	4%
- O=C(Nc1ccccc1)N1CCC2(CC1)CCN(C(=O)c1cccc(F)c1)CC2
    i	1%[11.4 µM]	i	i	i	-2%	-2%	-1%	-13%	i	1%
- CC(C)NC(=O)C(C)n1cccc1C(=O)c1ccccc1 (stereo not given)
    i	1%	i	i	u	-1%	0%	1%	-14%	i	11%
- O=S(=O)(Nc1cccc2cn[nH]c12)c1ccc(F)cc1
    u	1%	u	i	i	-3%	-1%	1%	-16%	i	-1%
- Cn1cnnc1SCC(=O)N1CCC(Cc2ccccc2)CC1
    i	2%	i	u	i	6%	0%	1%	24%	i	u
- Cn1c(=O)c2c(nc(SCC(=O)O)n2Cc2cccc(C(F)(F)F)c2)n(C)c1=O
    i	3%	i	i	i	2%	0%	0%	-21%	i	11%
- Cc1ccccc1-c1nc(CS(=O)(=O)CC(=O)NCCCN2CCCC2)c(C)o1
    x	3%	x	x	x	15%	-3%	-3%	-10%	x	2%
- CC1(C)CC(=O)C(C=NCCCN2CCOCC2)=C(O)C1
    x	2%	x	x	x	7%	-1%	-3%	-3%	x	12%
- CCN1CCN(C(c2cc3cc4c(cc3[nH]c2=O)OCO4)c2nnnn2C(C)(C)CC)CC1 (stereo not given)
    1.5e-06M*	0%	1.6e-06M*	i	i	5%	-24%	u	-21%	i	16%
- c1ccc(-n2ncc3c2ncn2c(C4CCCCC4)nnc32)cc1
    u	0%	u	u	i	-7%	-1%	0%	u	i	-2%
- O=C1Nc2ccccc2C(O)(C(=O)NCc2ccc3c(c2)OCO3)N1c1ccccc1 (stereo not given)
    i	5%	i	i	i	-11%	2%	0%	14%	i	8%
- Cc1cnc(NC(=O)COc2ccccc2)s1
    i	u	i	i	i	-6%	1%	-1%	-13%	i	2%
- O=C(Nc1ccccc1)OCCNC(=O)c1ccccc1
    i	-1%	i	i	u	2%	-2%	1%	-12%	i	17%
- COc1cccc(OCC(O)CN2CCN(CCO)CC2)c1 (stereo not given)
    i	3%	i	i	i	6%	0%	2%	-13%	i	-6%
- CO/C([O-])=N/c1c[n+](-c2ccc(C)cc2)no1
    u	-5%	u	i	i	-5%	1%	0%	-2%	i	0%
- COC(=O)C1=C(C)NC(=O)NC1c1cc(Cl)ccc1OC (stereo not given)
    i	2%	i	i	u	12%	-3%	-1%	-15%	i	-2%
- CCOC(=O)c1c(NC(=O)Cc2cccs2)sc(C)c1C
    x	2%	x	x	x	-20%	-10%	-4%	u	x	25µM*
- O=c1c2[nH]c3ccccc3c2ncn1CCC1=CCCCC1
    i	1%	i	i	u	3%	1%	0%	-3%	i	-3%
- CCC(c1nnnn1Cc1ccco1)N(CCc1ccccc1)Cc1cc2ccc(OC)cc2[nH]c1=O (stereo not given)
    i	1%	i	i	i	55%	-3%	-7%	-9%	i	u
- COC(=O)CSc1nnc(CSc2nc(C)cc(C)n2)n1Cc1ccco1
    i	-2%	i	i	u	4%	-2%	0%	16%	i	23%
- COC(=O)C1=C(C)NC(C)=C(C(=O)OC)C1c1ccc(N(C)C)cc1
    1.2e-08M*	2%	u	i	i	-14%	0%[0.00368 µM]	-1%	-7%	i	5%
- CCCCSC(=O)Nc1ccccc1
    x	-10%	x	x	x	5%	1%	-1%	4%	x	9%
- CCC(C)[C@H](NC(=O)NCc1cccs1)C(=O)O (stereo not given in full)
    i	3%	i	u	i	6%	-1%	-3%	9%	i	15%
- O=C(OCC(=O)N1CCCC1)c1ccco1
    i	3%	i	u	i	-11%	4%	2%	-9%	i	-3%
- Cc1cc(S(=O)(=O)N(Cc2ccc(F)cc2)CC2CCCO2)ccc1-n1cnnn1 (stereo not given)
    i	2%	i	i	i	-4%	-1%	1%	-1%	i	4%
- COc1cccc(-c2ccc3ncnc(NC4CCNCC4)c3c2)c1
    i	2%[2.29 µM]	i	i	i	58%	0%	-2%	44%[activator]	i	-5%
- Cc1cccc(C)c1NC(=O)CSCC(=O)c1ccc(O)c(O)c1
    u	0%[25.5 µM]	i	u	i	x	x	x	x	i	x
- COc1ccc(Cc2nc(-c3ccc(-n4cccc4)cc3)no2)cc1
    x	-1%	x	x	x	92%	-4%	-2%	-2%	x	30%
- CS(=O)(=O)N1CCCC(C(=O)NCCCN2CCOCC2)C1 (stereo not given)
    i	0%	i	u	i	2%	1%	2%	5%	i	7%
- Cc1nc(=O)c(-c2ccccc2)c(C)n1CC1CCCO1 (stereo not given)
    x	1%	x	x	x	-4%[11.4 µM]	1%	0%	7%	x	-4%[11.4 µM]
- COc1ccc2c(c1)CCc1c(-c3noc4c3CCc3cc(OC)ccc3-4)noc1-2
    i	1%[11.4 µM]	i	i	i	6%[11.4 µM]	-2%[11.5 µM]	0%[11.5 µM]	3%[11.5 µM]	i	-3%[11.4 µM]
- CCn1cc(C(=O)NCc2ccccn2)c(=O)c2cc(S(=O)(=O)N3CCCCC3)ccc21
    i	1%	i	1.7e-08M*	u	2%	1%	2%	6%	u	1%

Arranged by number of heavy atoms (falling): 3 of the compounds above
Sequence of screens – A350 fluor	Luciferase inh	4MU fluor	Fluorescein fluor	TexasRed autofl	Tau fil binding	Caspase-7 inhib	Casp1 inh	ERK AVP block	Rhodamine fluor	HEK293 cAMP ctrl
- COC(=O)C1=C(C)NC(C)=C(C(=O)OC)C1c1ccc(N(C)C)cc1
    1.2e-08M*	2%	u	i	i	-14%	0%[0.00368 µM]	-1%	-7%	i	5%
- CCOC(=O)c1c(NC(=O)Cc2cccs2)sc(C)c1C
    x	2%	x	x	x	-20%	-10%	-4%	u	x	25µM*
- CO/C([O-])=N/c1c[n+](-c2ccc(C)cc2)no1
    u	-5%	u	i	i	-5%	1%	0%	-2%	i	0%

Remaining list, next part.
Sequence of screens – A350 fluor	Luciferase inh	4MU fluor	Fluorescein fluor	TexasRed autofl	Tau fil binding	Caspase-7 inhib	Casp1 inh	ERK AVP block	Rhodamine fluor	HEK293 cAMP ctrl
- CC(=O)N1CCC2(CC1)C(C#N)=C(N)Oc1c2sc2nc(C)cc(C)c12
    i	-3%	i	i	i	14%	-1%	-4%	17%	i	6%
- O=C(c1ccco1)N1CCN(S(=O)(=O)N2CCOCC2)CC1
    i	0%	i	u	i	5%	-3%	-2%	-29%	i	2%
- COCC(=O)N1CCC2(CCCN(c3cccc(-c4ccccc4)c3)C2)CC1
    i	-1%[11.4 µM]	i	u	i	40%	-6%	-4%	u	i	8%
- COC(=O)CNC(=O)COC(=O)C(Cc1ccccc1)NC(=O)c1ccco1 (stereo not given)
    i	2%	i	u	i	-7%	0%	5%	50%	i	-7%
- CC1CCc2nc(NC(=O)CN3CCN(c4ccccc4)CC3)sc2C1 (stereo not given)
    i	2%	i	i	i	10%	-1%	-1%	-10%	i	1%
- O=C(O)/C=C\C(=O)Nc1ccc2c(c1)-c1ccccc1C2
    i	1%[11.4 µM]	i	i	u	1%[11.4 µM]	-2%[11.5 µM]	-3%[11.5 µM]	-11%[11.5 µM]	i	-3%[11.4 µM]
- O=C(CN(Cc1ccco1)C(=O)Cn1nnc(-c2ccc(F)cc2)n1)NC1CCCC1
    i	0%	i	i	u	0%	0%	1%	-2%	i	19%
- COc1ccc(S(=O)(=O)CCC(=O)Nc2c(C)n(C)n(-c3ccccc3)c2=O)cc1
    i	4%	i	i	i	-2%	-1%	2%	3%	i	0%
- COc1ccc(CCNC(=O)C2CCN(Cc3nc(-c4ccccc4C)oc3C)CC2)cc1OC
    i	2%	i	i	i	46%	-1%	-2%	-11%	i	26%
- CCC(c1nnc(SCc2nc3ccccc3s2)n1Cc1ccccc1)N(C)C (stereo not given)
    u	-18%	i	u	i	17%	-3%	-5%	u	i	u

Screens from PubChem.
